Bioassay records: PubChem BioAssay, National Center for Advancing Translational Sciences (NCATS)
Rab9 prom act: Rab9 promoter activation; 320,000 tested, 2.8% active; Huh7 Rab9 promoter-luciferase reporter, luminescence, 24 h; AID 485297; Potency, µM (doses to about 9.22 µM), for inactives: top-dose activation, negative = inhibition, most hits filed as activators; note: % of control where 0% means no effect; nearly all actives have a fitted effect of over 60% in size
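Measured in stably transfected Huh7 cells bearing a Rab9 promoter–luciferase construct: 24 h compound treatment at 37 °C, followed by luminescence detection.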
VP16 counter: counter-screen for ROR gamma inhibitors: Gal4-VP16 reporter. Drosophila S2 Gal4-VP16 UAS-luciferase, luminescence, 20 h. Potency, µM (highest dose often 53.6 µM), inactives show at the top dose activity, negative = inhibition, most hits filed as inhibitors. 310,000 tested, 3.5% active. AID 2546;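 note: Gal4-VP16 expression switched on by copper sulfate through the metallothionein promoter; % is set by controls: 0 for no effect and ±100 for the full control effect; nearly all actives have a fitted effect of over 50% in size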
NPC1 promoter act: activators of NPC1 promoter; Huh7 NPC1 promoter luciferase reporter, 24 h; Potency, µM (titrated, usually from 9.22 µM), for inactives: at the top dose activation, most hits filed as activators; 320,000 tested, 2.4% active;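 note: % of control where 0% means no effect; nearly all actives have a fitted effect of over 60% in size; reporter is driven by a mutant NPC1 promoter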
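Quantitative HTS used a cell-based reporter: Huh7 cells stably bearing the NPC1 promoter upstream of luciferase were treated with compounds for 24 h, and promoter activation was read as luminescence.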
BRCA1 expr up: activators of BRCA1 expression; MCF7-BRCA1-FFLuc reporter, luminescence, 48 h; response scale: scaled: vehicle 0%, 10 µM genistein 100%; Potency, µM (top dose mostly 46.1 µM), for the others: top-dose activation, usual class: activators; 380,000 tested, 1.1% active; note: nearly all actives have a fitted effect of over 80% in size; some results filed as inactive show a strong effect at the top dose
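Using MCF7 cells harboring a BRCA1 firefly luciferase reporter, plated 2 h before compound pinning, the screen measured luminescence after 48 h incubation. Responses were normalized to DMSO and 10 microM genistein, then fitted for concentration-effect.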
MBNL1-CUG inh: MBNL1-poly(CUG) RNA binding inhibition. Potency, µM (doses to about 57.5 µM), for inactives: at the highest dose activity change, negative = inhibition, usual class: inhibitors. TR-FRET MBNL1-His/biotin-(CUG)12 binding, 665/545 ratio. Q9NR56. 280,000 tested, 0.036% active. AID 2675; active = well fitted inhibition curve with a large enough effect in the signal ratio, with a control signal flat, not every such curve was filed as active; inconclusive = small, poorly fitted or top-dose-only effect, or effect the other way, or a change in a side signal; inactive = no such curve, though single readings can be large or run the other way; the % refers to the signal ratio; note: % is set by controls: 0 for no effect and ±100 for the full control effect
Target sequence (Q9NR56 whole entry, looked up): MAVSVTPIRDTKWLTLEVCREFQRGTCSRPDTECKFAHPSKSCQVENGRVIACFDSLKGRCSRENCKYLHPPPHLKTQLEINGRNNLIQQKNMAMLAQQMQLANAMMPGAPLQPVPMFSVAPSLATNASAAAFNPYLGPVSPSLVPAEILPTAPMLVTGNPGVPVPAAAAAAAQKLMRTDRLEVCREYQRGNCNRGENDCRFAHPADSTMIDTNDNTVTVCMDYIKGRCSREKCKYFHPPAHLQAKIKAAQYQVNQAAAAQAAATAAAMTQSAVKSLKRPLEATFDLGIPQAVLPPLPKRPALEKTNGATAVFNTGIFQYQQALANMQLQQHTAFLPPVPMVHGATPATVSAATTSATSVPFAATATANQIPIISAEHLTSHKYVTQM
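Compounds (final 92 nM to 58 uM) are added to His-tagged MBNL1 and biotin-(CUG)12, then terbium anti-His antibody and streptavidin-XL665 (5 nM final). After 60 min at room temperature, the 665/545 nm ratio is read.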
CXXC DNA block: inhibitors of human MLL CXXC domain-DNA interaction; Potency, µM (highest dose often 115 µM), for inactives: top-dose activity change, negative = inhibition, actives largely listed as inhibitors; 290,000 tested, 0.037% active; Q03164; AID 2662; MLL-CXXC / FITC-HOXA9 DNA fluorescence polarization; active = well fitted inhibition curve with a large enough effect in the polarisation, with a control signal flat, not every such curve was filed as active; inconclusive = small, poorly fitted or top-dose-only effect, or effect the other way, or a change in a side signal; inactive = no such curve, though single readings can be large or run the other way; the % refers to the polarisation
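Fluorescence polarization: 7 uM MLL-CXXC (stock) preincubated 5 min with compounds, then 50 nM fluorescein-HOX-A9 DNA (stock) added; 30 min ambient. Buffer 50 mM Tris-HCl pH 7.5, 50 mM NaCl, 1 mM DTT, 0.05% BSA.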
uPA generation: blocks generation of uPA at the cell surface; cell surface uPA generation assay, qHTS; Potency, µM (highest dose often 38.3 µM), without a hit: at the highest dose activity change, negative = inhibition, actives largely listed as inhibitors; 330,000 tested, 0.31% active; AID 540303; active = well fitted inhibition curve with a large enough effect; inconclusive = small, poorly fitted or top-dose-only effect; inactive = no such curve, though single readings can be large or run the other way; tested in mouse RAW 264.7 cells; note: % is set by controls: 0 for no effect and ±100 for the full control effect; nearly all actives have a fitted effect of over 55% in size
p53 reactivation: re-activators of mutant p53. Potency, µM (doses to about 92.2 µM), inactives show top-dose activity change, positive = activation, usual class: activators. H1299 p53-A138V BP100-luciferase reporter, luminescence, 24 h. 320,000 tested, 0.063% active. AID 504706; note: % of control where 0% means no effect; nearly all actives have a fitted effect of over 45% in size
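p53-null H1299 cells stably carrying temperature-sensitive p53-A138V and a BP100-luciferase reporter were pinned with compounds (4-point, 1:5 series) and held 24 hrs at 37 deg C. Luminescence was read 10 min after detection reagent.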
RORgamma inh: inhibitors of mouse ROR gamma transcriptional activity. P51450. Drosophila S2 Gal4-RORgamma UAS-luciferase reporter, 20 h. Potency, µM (highest dose often 53.6 µM), for the others: at the highest dose activity change, negative = inhibition, actives largely listed as inhibitors. 310,000 tested, 5.4% active. AID 2551; note: % is set by controls: 0 for no effect and ±100 for the full control effect; nearly all actives have a fitted effect of over 60% in size
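In this cell-based reporter format, copper sulfate (700 uM final) drives Gal4–ROR gamma fusion expression from a metallothionein promoter in Drosophila Schneider cells; compounds preincubated 1 hr, reporter read after 20 hr at ambient temperature.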
ELG1 genotoxic: induces genotoxicity in HEK293T cells with luciferase-tagged ELG1; HEK293T ELG1-luciferase reporter, luminescence, 16 h; Potency, µM (series often up to 46 µM), for the others: at the highest dose activity change, positive = activation, hits mostly activators; 330,000 tested, 1.3% active; note: % of control where 0% means no effect; nearly all actives have a fitted effect of over 60% in size
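HEK293T cells expressing luciferase-tagged ELG1 were exposed to compound or DMSO vehicle for 16 hr at 37 °C and 5% CO2. Luciferase activity was then measured with ONE-Glo after 30 min at room temperature.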
FLuc counter: firefly luciferase modulation, counter-screen for miR-21 project; Potency, µM (titrated, usually from 57.5 µM), for the others: at the highest dose activity change, negative = inhibition, most hits filed as inhibitors; purified FLuc, Km substrates, luminescence inhibition; P08659; 360,000 tested, 6.9% active; AID 588342;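 note: plate controls were vehicle for no effect and reference inhibitor for full effect; nearly all actives have a fitted effect of over 55% in size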
Target sequence (P08659 whole entry, looked up): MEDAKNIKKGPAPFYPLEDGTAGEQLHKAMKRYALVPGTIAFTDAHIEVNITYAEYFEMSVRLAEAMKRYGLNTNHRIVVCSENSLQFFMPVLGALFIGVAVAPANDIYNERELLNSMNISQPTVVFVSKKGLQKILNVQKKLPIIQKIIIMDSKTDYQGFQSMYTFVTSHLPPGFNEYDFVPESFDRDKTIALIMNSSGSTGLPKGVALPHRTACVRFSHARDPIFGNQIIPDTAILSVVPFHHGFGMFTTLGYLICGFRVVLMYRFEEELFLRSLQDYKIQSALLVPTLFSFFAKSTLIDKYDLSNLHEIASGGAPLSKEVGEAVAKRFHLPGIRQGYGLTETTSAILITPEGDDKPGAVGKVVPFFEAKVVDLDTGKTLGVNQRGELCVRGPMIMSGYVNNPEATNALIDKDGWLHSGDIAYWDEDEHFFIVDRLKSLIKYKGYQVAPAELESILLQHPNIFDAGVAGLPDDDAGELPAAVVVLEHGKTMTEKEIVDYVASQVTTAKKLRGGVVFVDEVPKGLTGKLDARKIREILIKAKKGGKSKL
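Purified P. pyralis luciferase (10nM final) with 10uM D-luciferin and 10uM ATP (Km levels) in 50mM Tris acetate pH 7.5, 10mM Mg acetate, 0.01% Tween-20, 0.05% BSA; qHTS 6-point titration, ~60 µM downward; luminescence read.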
The depositor's hits bear a star; ? = inconclusive; . = not tested or not shown; [ ] = remark or other dose. Unless noted, calls come from the whole dose curve; as a rule, active = well fitted curve in the direction sought with a large enough effect; inconclusive = small, poorly fitted or top-dose-only effect, or another doubt; inactive = no such curve, though single readings can be large; an effect the other way counts as inactive or inconclusive. Potency is the fitted concentration of half-maximal effect. Some of the compounds tested. The share of hits here may be higher or lower than overall.

Every second line gives: Rab9 prom act	VP16 counter	NPC1 promoter act	BRCA1 expr up	MBNL1-CUG inh	CXXC DNA block	uPA generation	p53 reactivation	RORgamma inh	ELG1 genotoxic	FLuc counter
CC1CCCN(c2ccc(C(=O)NCc3ccc4c(c3)OCO4)cc2[N+](=O)[O-])C1 (configuration not stated)
→ -6%	-2%	0%	-36%	12%	-4%	3%	5%	32%	4%	-2%
CC(=O)Nc1ccc(NC(=O)CC(NC(=O)c2ccccc2)c2ccccc2)cc1 (configuration not stated)
→ 7%	-19%	-3%	-18%	-2%	38%[activator]	2%	10%	-17%	1%	-2%
CC1CCN(c2oc(-c3cccc4ccccc34)nc2C#N)CC1
→ ?	0%	?	?	0%	4%	3%	9%	-5%	?	?
COc1ccc(CNC(C)C(=O)Nc2ccc3ccccc3c2)cc1OC (configuration not stated)
→ -9%	7%	3%	-15%	8%	3%	1%	-2%	7%	-2%	-1%
O=C(O)CSc1ccc(S(=O)(=O)N2CCCC2)cn1
→ 9%	.	-3%	16%	.	.	14%	12%	.	-1%	.
CCOC(=O)c1cccc(N2C(=O)C3C(C2=O)C2C=CC3C23CC3)c1 (configuration not stated)
→ 5%	2%	-1%	10%	-2%	5%	-2%	-3%	14%	-10%	-1%
CC(C)Cn1cnc2c1c(=O)n(CC(O)c1ccccc1)c(=O)n2CC(C)C (configuration not stated)
→ 5%	-3%	-3%	-26%	-1%	-13%	.	2%	-5%	-11%	2%
O=C(O)c1ccccc1N/N=C\c1ccnc2ccccc12
→ ?	?	0.35µM*	?	4%	-18%	-9%	1%	5µM*	0.58µM*	0.17µM*
COc1ccc2c(c1)c1c(n2C(C)=O)C(OC(C)=O)=NCC1
→ 0%	-6%	2%	40%	-4%	16%	2%	-1%	18%	-3%	9%
O=C(CNCc1ccco1)Nc1ccccc1-n1cccc1
→ 0%	-1%	-1%	-4%	-10%	3%	-5%	0%	2%	-4%	3%
CC(C)C[C@@H](CO)N1CCN(CCCc2ccccc2)CCC1=O
→ 0%	-11%	-2%	-3%	1%	-12%	-1%	5%	-10%	2%	2%
CCOC(=O)C1=C(COC(=O)c2cccc(NC(C)=O)c2)NC(=O)NC1C (configuration not stated)
→ -5%	.	1%	-8%	.	.	-1%	-8%	.	-9%	9%
CCN(Cc1ccccc1)S(=O)(=O)c1ccc(S(=O)(=O)N(Cc2cccc(OC)c2)CC2CCCO2)cc1 (configuration not stated)
→ -8%	-13%	-6%	-19%	-5%	-7%	.	0%	0%	-2%	0%
CCOC(=O)c1sc(NC(=O)CSc2nncn2C)nc1C
→ ?	-1%	10%	42%	-4%	-3%	-3%	4%	-42%	?	?
Cc1nnsc1C(=O)Nc1ccc(Cl)cc1
→ -4%	21%	-4%	0%	-3%	-6%	.	3%	?	1%	-8%
Cc1[nH]n(-c2ccccc2)c(=O)c1/C=N/NC(=O)C(C)C
→ 2%	3.2µM*	-6%	-25%	-2%	6%	?	2%	6.3µM*	-2%	-1%
CC(C)(C)NC(=O)c1ccnc(C(C)(C)C)c1
→ -2%	?	-1%	18%	-5%	4%	.	3%	14%	3%	-2%
CCOc1ccc(CN(CCO)CCO)cc1C(=O)OC
→ 3%	-11%	0%	-1%	1%	1%	-2%	-8%	2%	2%	1%
NC(=O)C1CCN(C(=O)OCc2ccccc2)CC1
→ 28%	-6%	1%	?	-15%	4%	1%	7%	11%	4%	5%
COc1ccc(S(=O)(=O)N2CCN(CC(=O)Nc3cc(C(F)(F)F)ccc3Cl)CC2)cc1
→ -4%	-3%	-4%	0%	9%	3%	0%	0%	31%	0%	0%

Arranged by length of the SMILES (ascending): some entries from above.
Every second line gives: Rab9 prom act	VP16 counter	NPC1 promoter act	BRCA1 expr up	MBNL1-CUG inh	CXXC DNA block	uPA generation	p53 reactivation	RORgamma inh	ELG1 genotoxic	FLuc counter
Cc1nnsc1C(=O)Nc1ccc(Cl)cc1
→ -4%	21%	-4%	0%	-3%	-6%	.	3%	?	1%	-8%
CC(C)C[C@@H](CO)N1CCN(CCCc2ccccc2)CCC1=O
→ 0%	-11%	-2%	-3%	1%	-12%	-1%	5%	-10%	2%	2%
CCN(Cc1ccccc1)S(=O)(=O)c1ccc(S(=O)(=O)N(Cc2cccc(OC)c2)CC2CCCO2)cc1 (configuration not stated)
→ -8%	-13%	-6%	-19%	-5%	-7%	.	0%	0%	-2%	0%

Next compounds follow:
Every second line gives: Rab9 prom act	VP16 counter	NPC1 promoter act	BRCA1 expr up	MBNL1-CUG inh	CXXC DNA block	uPA generation	p53 reactivation	RORgamma inh	ELG1 genotoxic	FLuc counter
CC(OC(=O)c1cccc(-n2cnnn2)c1)C(=O)NCc1ccccc1 (configuration not stated)
→ -1%	.	2%	11%	.	.	-4%	7%	.	1%	4%
CC1(c2ccc3ccccc3c2)NC(=O)N(CC(=O)NCC(C)(C)N2CCOCC2)C1=O (configuration not stated)
→ -9%	.	-1%	10%	.	.	8%	6%	.	-1%	-2%
COC(=O)C1=C(C)NC(=O)NC1c1ccccc1Cl (configuration not stated)
→ 5%	-6%	0%	-6%	3%	-2%	7%	-10%	-16%	-1%	-7%
CCOc1ccccc1OCC(=O)Nc1ccc2[nH]c(=O)[nH]c2c1
→ -3%	.	-2%	6%	.	.	6%	-9%	.	1%	-6%
O=C(CCCN1C(=O)/C(=C\c2ccco2)SC1=S)Nc1ccc(O)cc1C(=O)O
→ -6%	14µM*	-2%	-1%	6%	-2%	2%	2%	11µM*	-7%	?
CN(NC(=O)c1ccccc1)c1ncc(C(F)(F)F)cc1Cl
→ -2%	-23%	1%	7%	-13%	-16%	-3%	-1%	1%	0%	0%
COc1ccc(-c2cc(C)no2)cc1S(=O)(=O)N(C)c1ccc(C)c(C)c1
→ 2%	-22%	-1%	-7%	-4%	-4%	-7%	-5%	8%	0%[9.26 µM]	0%
COc1cc2c(cc1OC)CN(C(=O)c1cc3ccccc3oc1=O)CC2
→ -4%	-7%	-7%	-48%	4%	-3%	-6%	1%	3%	4%	7%
CC(C(=O)NCC1CCCCC1)N(C)Cc1cccc(Cl)c1 (configuration not stated)
→ 1%	-2%	-2%	-28%	0%	12%	4%	-4%	11%	0%	-13%
O=C1COCC(=O)N1CCc1c[nH]c2ccccc12
→ 0%	9%	2%	-38%	-6%	-2%	0%	-3%	49%	0%	-10%

By substructure, the compounds so far with a COOH group.
Every second line gives: Rab9 prom act	VP16 counter	NPC1 promoter act	BRCA1 expr up	MBNL1-CUG inh	CXXC DNA block	uPA generation	p53 reactivation	RORgamma inh	ELG1 genotoxic	FLuc counter
O=C(O)CSc1ccc(S(=O)(=O)N2CCCC2)cn1
→ 9%	.	-3%	16%	.	.	14%	12%	.	-1%	.
O=C(O)c1ccccc1N/N=C\c1ccnc2ccccc12
→ ?	?	0.35µM*	?	4%	-18%	-9%	1%	5µM*	0.58µM*	0.17µM*
O=C(CCCN1C(=O)/C(=C\c2ccco2)SC1=S)Nc1ccc(O)cc1C(=O)O
→ -6%	14µM*	-2%	-1%	6%	-2%	2%	2%	11µM*	-7%	?

New compounds follow:
Every second line gives: Rab9 prom act	VP16 counter	NPC1 promoter act	BRCA1 expr up	MBNL1-CUG inh	CXXC DNA block	uPA generation	p53 reactivation	RORgamma inh	ELG1 genotoxic	FLuc counter
CCOC(=O)N1CCN(C(=O)C2CCN(Cc3ccc(O)c(OCC)c3)CC2)CC1
→ -3%	6%	1%	-1%	-1%	-3%	-4%	-4%	-3%	0%	1%
O=C1C(=O)N(CCCn2ccnc2)C(c2ccccn2)/C1=C(/O)c1ccccc1 (configuration not stated)
→ -8%	1%	0%	.	7%	3%	.	-3%	3%	0%	-1%
C/C(=N/OC(=O)C1CC1c1ccccc1)c1ccccc1 (configuration not stated)
→ 0%	-3%[10 µM]	-1%	-3%	-13%	0%	-3%	2%	2%	?	19µM*
COC(=O)N1CC(=O)N(OC)C1c1ccc(Cl)cc1Cl (configuration not stated)
→ 0%	-14%	-4%	-8%	-3%	1%	-3%	-1%	-11%	0%	-1%
CC(C)(C)OC(=O)NNC(=O)Nc1ccccc1C(F)(F)F
→ -4%	-9%	0%	0%	-3%	-8%	1%	5%	6%	0%	0%
O=C(Nc1c(Cl)cc(Cl)cc1C(=O)NCCN1CCOCC1)c1cccc([N+](=O)[O-])c1
→ -1%	-14%	3%	-10%	8%	-9%	-4%	2%	-16%	-3%	1%
